Compound activity as filed in PubChem BioAssay.
GC-B act: GC-B (human) receptor activation | 370,000 compounds, 0.11% hits | AID 1920062 | activation, % at 10 µM | HEK293-GC-B cells, CNP EC30, cGMP TR-FRET; 0% at EC30 CNP, 100% saturating CNP;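 active means activation at 10 µM reaching about 35% in either raw or pattern-adjusted values, limit read from the data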
ABHD4 inh: inhibits mouse alpha/beta hydrolase domain 4; Q8VD66; purified mABHD4, FP-Rh probe fluorescence polarization; inhibition, % at 8.92 µM; 370,000 compounds, 0.54% hits; AID 720543;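 active means inhibition exceeding the mean over every tested compound plus 3 SD, cut at about 30% in these data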;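 further: 0% = plate median of compound wells and 100% = S159A mutant with DMSO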
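Test system: mouse ABHD4 enzyme, wild type. Reagent: FP-Rh fluorescent activity-based probe, added after compound pre-incubation. Timing: pre-incubation 45 min, probe exposure 60 min, at 25 °C. Technique: FP readout, ex 525 nm / em 598 nm. Benchmarks: high control S159A mutant with DMSO, low control median of compound wells.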
HTRA1 inh: HTRA1 (human) protease inhibition. inhibition, % at 5.96 µM. Q92743. recombinant HTRA1, FP-rhodamine activity-based probe, fluorescence polarization. 340,000 compounds, 0.5% hits; in the data active means inhibition above about 36%;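 further: 0% = enzyme with DMSO and 100% = wells lacking enzyme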
SMARCA2 act: increases SMARCA2 function in MMTV reporter cells. MG213 cells, MMTV-luciferase reporter, dexamethasone, overnight. activation, % at 9.1 µM. 370,000 compounds, 1% hits. AID 652017; in the data active means activation above about 7.8%;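 further: 0% = vehicle wells and 100% = reference activator wells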
ARFGAP1 inhibitor: inhibits rat ARF GTPase activating protein 1; Q62848; Arfgap1-stimulated ARF1 GTP hydrolysis, GDP FP detection; inhibition, % at 16.5 µM; 360,000 compounds, 0.26% hits;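 active means inhibition above a per-plate limit, mean inhibition of low control wells plus 3 SD, cut at about 25% in these data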;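 further: 0% = DMSO wells with enzyme and 100% = wells lacking Arfgap1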
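Assay system: Rat Arfgap1 GAP domain (His6, aa 1-136), purified enzyme | Buffer or medium: HEPES 25 mM pH 7.5, NaCl 150 mM, MgCl2, DTT | Schedule: GTP hydrolysis reaction 2 h at 25 °C | Signal: FP of antibody-bound GDP Alexa 633 tracer, ex 620/em 688 nm | Measure: Percent inhibition of Arfgap1-stimulated GTP hydrolysis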
ASAP1 inh: ASAP1 ArfGAP inhibition; Q9ULH1; ASAP1-stimulated ARF1 GTP hydrolysis, GDP FP detection; inhibition, % at 16.5 µM; 360,000 compounds, 0.19% hits; in the data active means inhibition above about 25%;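 further: 0% = vehicle with enzyme and substrate and 100% = no enzyme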
rCAG RNA binder: molecules binding r(CAG) RNA repeats | AID 651821 | inhibition, % at 3 µM | r(CAG) RNA repeat, TO-PRO-1 dye displacement fluorescence | 370,000 compounds, 1.3% hits;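 active means inhibition above the plate cutoff, the mean of all test compounds on that plate plus 3 SD, cut at about 35% in these data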;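 further: 0% = DMSO alone and 100% = 100 µM mitoxantrone as full dye displacement; higher means more dye released from RNA so lower well fluorescence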
NPR1 activator: GC-A (human) enzyme activation; HEK293 GC-A cells, cGMP TR-FRET, EC30 ANP; 0% at EC30 ANP, 100% saturating ANP; activation, % at 10 µM; 370,000 compounds, 0.14% hits; P16066; in the data active means activation above about 40%
Target sequence (P16066 whole entry, looked up): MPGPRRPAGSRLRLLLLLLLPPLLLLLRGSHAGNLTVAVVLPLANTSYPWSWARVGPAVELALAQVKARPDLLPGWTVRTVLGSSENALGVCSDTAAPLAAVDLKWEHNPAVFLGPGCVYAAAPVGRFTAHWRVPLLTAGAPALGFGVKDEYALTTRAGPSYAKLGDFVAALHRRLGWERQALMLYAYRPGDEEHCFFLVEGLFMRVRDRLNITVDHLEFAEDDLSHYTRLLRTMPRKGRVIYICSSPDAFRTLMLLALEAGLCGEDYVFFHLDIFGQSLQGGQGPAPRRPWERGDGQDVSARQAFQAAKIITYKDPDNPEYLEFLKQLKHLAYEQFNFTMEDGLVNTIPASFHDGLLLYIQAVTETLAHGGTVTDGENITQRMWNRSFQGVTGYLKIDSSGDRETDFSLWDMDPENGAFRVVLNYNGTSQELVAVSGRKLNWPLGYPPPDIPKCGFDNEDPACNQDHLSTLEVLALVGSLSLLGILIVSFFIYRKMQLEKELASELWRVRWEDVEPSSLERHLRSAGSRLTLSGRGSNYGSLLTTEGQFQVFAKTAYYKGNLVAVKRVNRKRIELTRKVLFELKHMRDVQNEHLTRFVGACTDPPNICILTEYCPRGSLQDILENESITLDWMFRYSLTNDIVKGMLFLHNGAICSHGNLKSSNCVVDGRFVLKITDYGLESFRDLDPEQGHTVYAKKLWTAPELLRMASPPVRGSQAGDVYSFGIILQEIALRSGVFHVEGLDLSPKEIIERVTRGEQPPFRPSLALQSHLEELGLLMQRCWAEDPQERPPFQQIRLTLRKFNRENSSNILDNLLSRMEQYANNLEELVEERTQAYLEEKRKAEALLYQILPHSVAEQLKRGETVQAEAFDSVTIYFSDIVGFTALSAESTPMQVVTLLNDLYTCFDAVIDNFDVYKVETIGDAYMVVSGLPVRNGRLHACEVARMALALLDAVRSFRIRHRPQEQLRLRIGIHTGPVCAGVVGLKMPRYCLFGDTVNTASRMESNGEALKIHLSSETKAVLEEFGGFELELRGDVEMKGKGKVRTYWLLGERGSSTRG
PG9 binder: PG9 antibody binding by small molecule | 360,000 compounds, 0.43% hits | inhibition, % at 6.7 µM | TR-FRET gp120-PG9 antibody binding; in the data active means inhibition above about 8.5%
NR1D1 modulator: modulators of human Rev-erb alpha DNA binding; AID 1259318; activity, % at 10 µM; Rev-erbα–FITC-DNA binding, fluorescence polarization, 90 min; P20393; 370,000 compounds, 0.79% hits;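 active means activity above about 14%, limit read from the data; passing the limit was not always enough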;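 further: 0% = DMSO wells with 35 nM protein and 100% = DMSO wells with 750 nM protein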
Active calls of the source: *; x = no result given. These rows are one share of the data; count on the stated rates, not on these rows.

SMILES	GC-B act	ABHD4 inh	HTRA1 inh	SMARCA2 act	ARFGAP1 inhibitor	ASAP1 inh	rCAG RNA binder	NPR1 activator	PG9 binder	NR1D1 modulator
C=C1C2C[C@H](O)C(C)(C)[C@@]2(O)[C@H](O)C[C@]23C[C@@](C)(O)[C@H](CC[C@H]12)[C@H]3OC(C)=O (stereo partly specified)	-2	12	-1	0	-2	-1	3	0	-0.4	4
Cc1ccccc1NP(=O)(Oc1ccccc1F)Oc1ccccc1F	2	0	-3	-3	12	-4	-5	-3	-2.3	1
CC(Cc1ccccc1)NC=O (stereo unspecified)	-4	-2	0	1	2	2	-1	0	2.2	4
CCOC(=O)[C@]12Cc3cc(OC)ccc3[C@H]1N(Cc1ccccc1)C(=O)c1cc(OC)ccc12	-14	-10	x	2	2	7	2	-15	1.7	-2
Cn1nccc1C(=O)N1CCC2(CC1)OCCO2	5	4	-2	1	-10	13	-1	1	-0.8	3
O=C1C2CC(CN3CCCCC23)C2CCCCN12 (stereo unspecified)	2	1	x	1	1	-10	1	6	0.2	9
CCN(CC)C(=O)c1ccc(NC(=O)c2cccc(S(=O)(=O)N3CCN(C)CC3)c2)cc1	4	0	1	1	-9	-3	-9	1	0.3	-3
C=CCNC(=S)/N=C/c1c(O)[nH]c(=O)[nH]c1=O	0	6	4	-5	1	0	-7	3	-0.8	-3
CC(C)Oc1cccc(C(=O)C2CCCN(Cc3ccon3)C2)c1 (stereo unspecified)	-2	1	-2	2	1	0	-8	-2	-0.6	2
CN(CC=CCN(C)P(=S)(N1CC1)N1CC1)P(=S)(N1CC1)N1CC1	6	7	0	-3	1	0	2	1	-2.7	-4
COC(=O)C1=C(c2ccc(OC(F)(F)F)cc2)C[C@@H]2CC[C@H]1N2C(=O)NCc1cccc2ccccc12	-9	27	-48	0	11	8	-1	-4	-1.2	2
CCC1C(C#N)=C(N)Oc2c1c(=O)oc1ccccc21 (stereo unspecified)	0	10	11	-2	5	-1	-1	-3	-0.5	-5
CC(C)Oc1ccc(CCN)cc1Cl	2	4	-1	-3	0	-8	0	0	-1.7	-2
Cc1ccc(N2Cc3ccccc3-n3nncc3C2)cc1	-6	9	x	2	4	20	2	-4	-2.9	5
CCCC(C)C1(CC)C(=O)NC(=Nc2ccccc2)NC1=O (stereo unspecified)	3	-5	-4	-3	2	1	6	-4	0.0	-1
O=c1[nH]c(O)c(C=Nc2ccccc2Oc2ccccc2)c(=O)[nH]1	-6	1	5	-3	-2	-10	2	-2	-0.6	0
CC(Cc1ccccc1)NC(=O)/C=C/c1ccc(Cl)cc1 (stereo unspecified)	-2	-15	-14	1	7	-2	1	2	-2.5	-4
CN1C[C@H](CNC(=O)OCc2ccccc2)C[C@@H]2c3cccc4c3c(cn4C)C[C@H]21	2	9	6	-5	11	10	3	6	-3.4	-4
CCOC(=O)c1ccc(N=C(C)c2c(O)[nH]c(=O)[nH]c2=O)cc1	-2	8	-2	5	6	0	0	-1	-2.8	1
O=c1c2ccccc2nc(-c2ccco2)n1-c1nccs1	4	5	-4	0	4	13	3	0	-0.8	6
CCNc1cc(N2CCN(C)CC2)ccc1[N+](=O)[O-]	-1	-1	5	-1	2	7	-2	0	-3.3	4
Cc1cc(C)cc(N2C(=O)/C(=C\c3ccc(N4CCN(C)CC4)o3)C(=O)NC2=S)c1	3	5	x	1	6	-4	-22	1	-6.1	17*
CCCN1CCC[C@@H]2Cc3nc(N)ncc3C[C@H]21	14	0	x	-1	-3	-1	-1	1	-1.8	3
CN(C)c1ccc2c(c1)N=C(c1ccco1)OP2(=S)N1CCOCC1 (stereo unspecified)	-2	16	-4	0	4	-3	2	-3	-3.9	-1
CC(=O)OC1C(=O)OCC23CCC4(C)OC4C2OC2CC(OC(=O)C=CC=CC(=O)OCCC1C)C3(C)C21CO1 (stereo unspecified)	1	3	0	-11	-7	4	1	0	0.5	10
(more compounds)
SMILES	GC-B act	ABHD4 inh	HTRA1 inh	SMARCA2 act	ARFGAP1 inhibitor	ASAP1 inh	rCAG RNA binder	NPR1 activator	PG9 binder	NR1D1 modulator
CN1CCCN(C(=O)COc2cccc(C(F)(F)F)c2)CC1	2	4	-4	4	-7	3	-3	4	-0.6	1
CN(C)CCN(CC1CCCN(Cc2ccccc2F)C1)C(=O)Cc1ccc(F)c(F)c1 (stereo unspecified)	3	0	3	-1	13	0	-11	-3	-0.3	10
COc1ccc(OC)c(-n2c(O)c(/C=C3\C=Nc4ccccc43)c(=O)[nH]c2=O)c1	-4	7	0	-2	0	-3	15	23	-1.7	-5
Cn1c(NN=O)nc2ccccc21	4	20	26	0	10	4	1	5	3.3	5
BrCC(Br)C1CCC(Br)C(Br)C1 (stereo unspecified)	-3	-13	3	4	3	-5	-2	-1	0.4	5
CCCCn1nnnc1C(c1ccc(OC)cc1)N1CCC2(CC1)C(=O)NCN2c1ccccc1 (stereo unspecified)	2	-10	x	0	-3	7	10	-9	-2.8	2
Nc1c(C(=O)NCC2CCCO2)c2nc3ccccc3nc2n1Cc1ccco1 (stereo unspecified)	10	6	7	-2	1	-1	13	19	2.7	0
c1ccc(CN2CCN(Cc3ccc4c(c3)OCCO4)CC2)cc1	0	1	6	1	10	12	-1	0	-0.5	-6
COC(=O)C1=C(c2cccc(OCc3ccccc3)c2)C[C@@H]2CC[C@H]1N2C(=O)NCCOc1ccccc1Cl	1	-5	-34	0	-2	1	3	-5	0.5	-1
CC(=O)C1=C(C)OC(N)=C(C(=O)OC(C)C)C12C(=O)Nc1ccccc12 (stereo unspecified)	4	-5	-4	0	6	1	-8	-5	-0.1	-5
Cc1ccc(S(=O)(=O)N2CC3CC(C2)c2cccc(=O)n2C3)cc1 (stereo unspecified)	1	6	-1	0	-7	0	-3	-1	0.1	0
COc1ccccc1CC(=O)N1CCN(CCc2ccccc2)CC1	-4	2	-1	2	0	-2	-8	3	0.6	5
CC(C)(C)C(=O)NC1CCSC1=O (stereo unspecified)	1	-4	x	-1	0	-7	-1	1	0.3	5
Cc1ccccc1NC(=S)NC(NC(=O)CF)C(Cl)(Cl)Cl (stereo unspecified)	7	-1	1	9.2*	-10	9	2	2	-2.9	5
Cc1ccc2c(C)c3ccc4ccccc4c3c[n+]2c1	-21	0	0	3	-7	-19	10	-18	-13	0
Cc1ccc(-n2c(C)cc(/C=C3/C(=O)NC(=O)N(C)C3=O)c2C)cc1	-3	2	4	0	10	6	0	-3	-0.6	0
COC(=O)C1=C(c2cccc(C#N)c2)C[C@@H]2CC[C@H]1N2C(=O)N1CCOCC1	3	12	0	-1	3	8	3	1	0.2	-5
Cn1c(O)c(C(=N)COc2cccc(Cl)c2)c(=O)n(C)c1=O	0	-3	4	2	14	2	-4	3	-0.3	-1
COc1cc(C)c(CN2CCN(c3ccccc3)CC2)cc1C	3	5	-11	-2	2	-2	-9	-1	0.7	3
O=C(O)CCl	3	2	x	-4	-3	-1	2	4	1.5	3
C=CCN1C(=O)NC(=O)C(CCc2ccncc2)(CCc2ccncc2)C1=O	-6	-5	12	1	-4	-22	-1	2	-1.4	-6
CCCCC(=O)N/N=C/c1c(O)n(-c2cccc3ccccc23)c(=O)[nH]c1=O	11	-6	1	-6	11	-12	6	-3	-1.5	0
CCC(CC)NC1CCCCC1OC (stereo unspecified)	9	5	8	-1	-6	-19	0	0	-0.3	-5
O=C(NCc1ccccn1)c1ccccc1Cl	3	-5	3	1	-3	2	-1	4	-2.0	1
Cc1cc(C=C2C(=O)N(C)C(=S)N(C)C2=O)c(C)n1C1CCCCC1	-1	0	3	-2	16	12	25	0	3.1	2

Just NR1D1 modulator and ABHD4 inh, for some of the entries so far:
Compound | NR1D1 modulator | ABHD4 inh
CCC(CC)NC1CCCCC1OC (stereo unspecified) | -5 | 5
CN(C)CCN(CC1CCCN(Cc2ccccc2F)C1)C(=O)Cc1ccc(F)c(F)c1 (stereo unspecified) | 10 | 0
COc1ccccc1CC(=O)N1CCN(CCc2ccccc2)CC1 | 5 | 2

Next section:
SMILES	GC-B act	ABHD4 inh	HTRA1 inh	SMARCA2 act	ARFGAP1 inhibitor	ASAP1 inh	rCAG RNA binder	NPR1 activator	PG9 binder	NR1D1 modulator
Cc1ccc[n+](CC(O)Cn2c3ccccc3c3ccccc32)c1 (stereo unspecified)	-4	3	5	-2	-10	-5	-2	2	0.7	-1
Nc1ccncc1Cl	2	1	0	-1	-3	6	-2	1	1.6	-2
COc1cccc2c1cc([N+](=O)[O-])c1c(C(=O)O)cc3c(c12)OCO3	-7	2	5	2	6	3	2	1	-0.9	-9
CN1C(=O)/C(=C/c2ccc(N3CCCCCC3)o2)C(=O)NC1=S	x	-36	-10	5	4	-7	-11	x	-8.2	x
COc1ccc2c(c1)CC1(CN2C)C(=O)NC(=O)N(c2ccc(F)cc2)C1=O (stereo unspecified)	3	7	6	-1	-2	10	20	0	-1.7	-3
Cc1ccc(CNCCc2ccc(F)cc2)s1	-12	-2	-2	-1	-8	10	1	-21	-2.7	-2
COCCOC(=O)c1c(N)n(Cc2ccco2)c2nc3ccccc3nc12	0	5	8	0	-4	-4	0	0	-1.4	-1
C[C@]12CCC3C(CC[C@H]4[C@H](O)[C@H](O)CC[C@]34C)C1CC[C@@H]2O (stereo partly specified)	5	-3	3	-3	-11	1	1	-2	-1.7	-2
CC(C(=O)c1c[nH]c2ccccc12)N1CCSCC1 (stereo unspecified)	0	3	-1	-2	8	-8	1	-1	-2.2	2
Cc1cc(-c2cc(C)c(N)c(C)c2)cc(C)c1N	-14	-1	7	-6	-4	-11	5	-3	-5.1	-4
O=C(CN1CC(c2ccccc2)CC1=O)Nc1ccccc1 (stereo unspecified)	0	0	-5	-1	1	-2	1	-1	0.2	-1
COc1cc(OC)c(OC)cc1/C=C1\C(=O)NC(=O)N(Cc2ccccc2)C1=O	4	-1	0	-2	-2	-2	9	5	-0.5	2
O=C(Cn1cnc2ccccc2c1=O)NCCC(=O)N1CCC2(CC1)OCCO2	3	-1	9	2	4	5	-1	-1	-0.7	2
CCN(CC)c1ccc(/C=C2\C(=O)NC(=S)N(C)C2=O)o1	-5	-27	-18	6	-4	0	-106	-5	-10	57*
CCN1CCN(Cc2cccnc2)CC1	10	-3	-3	-3	-1	-6	2	4	-1.2	6
NP(=O)(Oc1ccccc1Cl)Oc1ccccc1Cl	2	5	16	1	4	-11	-4	4	-0.4	-2
O=C(CN1CCOCC1)Nc1ccc(Br)cc1C(=O)c1ccccc1	-2	1	-4	-1	-7	-1	-7	-6	0.8	1
Nc1ccc(Cl)c(Cl)c1	-2	7	1	0	5	2	0	3	-1.3	0
O=C(Cn1ccc2ccccc2c1=O)NCC(=O)N1CCC2(CC1)OCCO2	2	1	5	2	3	8	2	-2	0.5	-5
O=C(c1cc2c(s1)-c1ccccc1OC2)N1CCC2(CC1)OCCO2	1	0	-2	4	1	7	1	-1	3.6	-1
